High-throughput results deposited in PubChem BioAssay by National Center for Advancing Translational Sciences (NCATS).
TSHR antag: human thyrotropin receptor antagonism | P16473 | TSHR-expressing cells, TSH-stimulated cAMP HTRF, 2 h; stronger effect = lower value | activity change, negative = inhibition, % at 11.5 µM | hit rate 0.2% among 330,000 | AID 504810;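 active = activity change below a set negative limit, meaning inhibition stronger than a set level, cut at about -70% in these data; inconclusive = activity change between two set negative limits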; also: % is scaled to controls: 0 for no effect and ±100 for the full control effect
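TSHR-expressing cells were treated with compounds, then stimulated with TSH at EC80 (4nM final) for 2 hours at 37 deg C. Cellular cAMP was measured by HTRF competition between lysate cAMP and cAMP-d2 for a cryptate-labelled anti-cAMP antibody.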
a7 integrin act: activators of alpha7 integrin expression for muscular dystrophy | alpha7betagal myoblasts, beta-gal FDG fluorescence, 48 h | Potency, µM (top dose mostly 38.3 µM), for inactives: at the top dose activation, most hits filed as activators | hit rate 0.064% among 350,000 | AID 624291;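 also: potency is read from the fitted curve at half-maximal effect; 100% = response of the positive control SU9516; nearly all actives have a fitted effect of over 60% in size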
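alpha7betagal+/- myoblasts (passage 13, 250/well) treated 48 h at 37C with compounds at 1:260 dilution of DMSO stock. Lysed, then beta-galactosidase activity read as FDG fluorescence (ex 480/em 540) after 30 min, with pre-read for autofluorescence.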
Mito fusion yeast: mitochondrial division inhibition or fusion activation; S. cerevisiae fusion-defective mutant growth rescue, CellTiterGlo 48 h; Potency, µM (doses to about 46.1 µM), without a hit: top-dose growth rescue (activation), most hits filed as activators; hit rate 0.23% among 320,000; AID 485298;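 also: potency is read from the fitted curve at half-maximal effect; % of control where 0% means no effect; nearly all actives have a fitted effect of over 45% in size; temperature-sensitive fusion mutants such as fzo1-1 at 37 °C on non-fermentable ethanol glycerol medium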
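Read-out: ATP-based luminescence (CellTiterGlo, 10 min ambient) reporting growth of fusion-defective ts yeast after 48 hours at 37C on glycerol/ethanol YPEG medium in the presence of compound.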
ELG1 DNA repair: inhibitors of ELG1-dependent DNA repair in HEK293T cells. HEK293T ELG1-luciferase reporter, luminescence, 16 h; DNA damage induced by 5-fluorouridine. Potency, µM (highest dose often 46.1 µM), inactives show at the highest dose activity change, negative = inhibition, actives largely listed as inhibitors. hit rate 2.3% among 330,000. AID 504467; also: potency is read from the fitted curve at half-maximal effect; % is scaled to controls: 0 for no effect and ±100 for the full control effect; nearly all actives have a fitted effect of over 55% in size
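5-Fluorouridine DNA damage + compound/DMSO, 2,000 cells/well, 16 h, 37 °C/5% CO2. ONE-Glo, 30 min RT, luminescence. Readout = decrease in reporter signal.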
TSG101-PTAP inh: blocks PTAP/TSG101 interaction to inhibit HIV-1 budding; Fluorescence polarization, FITC-PTAP peptide / Tsg101 binding; Potency, µM (top dose mostly 115 µM), for the others: at the top dose activity change, negative = inhibition, most hits filed as inhibitors; 340,000 tested, under 10 active; active = well fitted inhibition curve with a large enough effect in the main read-out, with a control signal flat, not every such curve was filed as active; inconclusive = small, poorly fitted or top-dose-only effect, or effect the other way, or a change in a side signal; inactive = no such curve, though single readings can be large or run the other way; also: potency is read from the fitted curve at half-maximal effect; % of control where 0% means no effect
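Fluorescence anisotropy tracks displacement of a FITC-tagged PTAP peptide (50 nM) from the Tsg101 binding domain (10 uM), following a 20 min room-temperature incubation at pH 7.5.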
Eya2 phos inh: inhibitors of human Eya2 phosphatase activity; hit rate 0.006% among 330,000; Potency, µM (highest dose often 76.9 µM), inactives show top-dose activity, negative = inhibition, most hits filed as inhibitors; O00167; recombinant Eya2, OMFP fluorescence dephosphorylation (OMFP is methylfluorescein phosphate); also: potency is read from the fitted curve at half-maximal effect; % is scaled to controls: 0 for no effect and ±100 for the full control effect
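Eya2 (0.2 uM) preincubated 10 min at ambient with compound, then OMFP substrate added at 50 uM; 10 min reaction in 50 mM HEPES pH 7.5, 50 mM NaCl, 5 uM MgCl2, 0.05% BSA, 1 mM DTT. Fluorescence read at Ex 485/Em 525 nm.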
Chronic BCR inh: blocks chronic active B-cell receptor signaling. AID 493014. hit rate 0.05% among 340,000. ABC-DLBCL IkBa-CBG/CBR reporter, luminescence ratio, 4 h. Potency, µM (doses to about 46.1 µM), inactives show at the top dose ratio change, negative = lower green/red ratio, hits mostly inhibitors; active = well fitted inhibition curve with a large enough effect in the signal ratio, with a control signal flat, not every such curve was filed as active; inconclusive = small, poorly fitted or top-dose-only effect, or effect the other way, or a change in a side signal; the % refers to the signal ratio;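 also: potency is read from the fitted curve at half-maximal effect; plate controls were basal doxycycline-induced cells for no effect and cells given 10 µM MG132 for full effect; MG132 reads +100%, hits lower the ratio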
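Doxycycline induced both beetle luciferases in TMD8 lymphoma cells; IKK-driven degradation limits the IkappaBalpha-fused green signal, while red luminescence normalises for cell number and nonspecific effects. Compounds tested up to 46 uM, 4 hrs.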
Tb PFK inh: T. brucei PFK enzyme inhibition. O15648. Potency, µM (top dose mostly 57.5 µM), for the others: top-dose activity, negative = inhibition, most hits filed as inhibitors. T. brucei PFK, ADP-Glo luminescence. hit rate 0.17% among 330,000. AID 485367;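 also: potency is read from the fitted curve at half-maximal effect; 0% = uninhibited 1x PFK enzyme wells and -100% = no-enzyme wells; nearly all actives have a fitted effect of over 60% in size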
Target sequence (O15648 whole entry, looked up): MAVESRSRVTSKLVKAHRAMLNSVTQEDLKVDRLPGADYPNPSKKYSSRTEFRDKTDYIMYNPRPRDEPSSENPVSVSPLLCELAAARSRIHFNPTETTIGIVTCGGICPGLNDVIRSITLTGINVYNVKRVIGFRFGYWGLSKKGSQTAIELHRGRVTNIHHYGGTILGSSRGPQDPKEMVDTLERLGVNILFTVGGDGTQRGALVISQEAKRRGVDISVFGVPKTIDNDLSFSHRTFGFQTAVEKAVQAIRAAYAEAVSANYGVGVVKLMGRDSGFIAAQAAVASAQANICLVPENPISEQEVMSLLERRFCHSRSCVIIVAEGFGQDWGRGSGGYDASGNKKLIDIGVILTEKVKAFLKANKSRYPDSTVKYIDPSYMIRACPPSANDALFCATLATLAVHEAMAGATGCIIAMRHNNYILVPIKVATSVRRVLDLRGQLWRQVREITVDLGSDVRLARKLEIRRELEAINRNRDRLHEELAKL
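Activity is normalized to no-enzyme wells (full inhibition) and 1.25 nM enzyme wells (no inhibition). Reaction: 0.5 mM F6P, 0.1 mM ATP, 45 min RT, ADP-Glo luminescence; concentration-response curves fitted and classed by quality.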
A-T KAP1 phos: potential ataxia-telangiectasia treatments restoring KAP-1 phosphorylation; […] A-T fibroblasts, KAP-1 phosphorylation AlphaLISA; neocarzinostatin DNA damage 30 min before lysis; hit rate 0.19% among 320,000; AID 485349; Potency, µM (top dose mostly 57.5 µM), inactives show top-dose activation, most hits filed as activators; also: potency is read from the fitted curve at half-maximal effect; % of control where 0% means no effect; nearly all actives have a fitted effect of over 45% in size
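hTERT-immortalized A-T patient fibroblasts ([…]), 500 cells/well in OPTI-MEM, 1% FBS, got compounds for 60 min, then NCS for 30 min at 37C. Lysates were then assayed for phospho-KAP-1 by AlphaLISA (anti-pKAP1 donor, anti-KAP1 acceptor beads), 6 hr at 25C.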
S-ASM inh: blocks human secretory acid sphingomyelinase. placental ASM, HMU-PC fluorogenic substrate, 60 min. Potency, µM (doses to about 57.5 µM), without a hit: at the highest dose activity change, negative = inhibition, usual class: inhibitors. hit rate 0.006% among 340,000; also: potency is read from the fitted curve at half-maximal effect
Target sequence (P17405 47-631 limits assumed): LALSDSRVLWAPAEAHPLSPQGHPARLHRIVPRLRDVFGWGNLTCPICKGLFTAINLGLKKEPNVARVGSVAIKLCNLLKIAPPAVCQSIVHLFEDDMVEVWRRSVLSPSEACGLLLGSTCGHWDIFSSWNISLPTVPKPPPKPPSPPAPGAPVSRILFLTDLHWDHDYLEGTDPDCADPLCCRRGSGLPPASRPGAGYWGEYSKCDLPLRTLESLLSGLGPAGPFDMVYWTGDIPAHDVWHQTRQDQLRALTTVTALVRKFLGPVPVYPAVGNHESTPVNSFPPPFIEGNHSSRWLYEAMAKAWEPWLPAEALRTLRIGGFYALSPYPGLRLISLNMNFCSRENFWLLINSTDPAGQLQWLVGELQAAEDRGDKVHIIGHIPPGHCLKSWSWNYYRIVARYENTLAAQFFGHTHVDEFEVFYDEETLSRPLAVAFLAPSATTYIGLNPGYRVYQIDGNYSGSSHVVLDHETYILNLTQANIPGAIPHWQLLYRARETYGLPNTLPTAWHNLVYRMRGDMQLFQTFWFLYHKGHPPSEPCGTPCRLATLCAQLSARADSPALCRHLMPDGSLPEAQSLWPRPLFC
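Human placenta-derived ASM enzyme was preincubated with compound for 10 minutes at room temperature, then given fluorogenic substrate HMU-PC0 (9 uM final) for 60 minutes at 37 °C; a pH 10 stop preceded fluorescence reading at Ex 386/Em 447 nm.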
TCR activator: activators of T cell receptors | Potency, µM (top dose mostly 9.22 µM), without a hit: at the highest dose activation of IL-2 secretion, usual class: activators | 330,000 tested, under 10 active | AID 504894 | primary human leukocytes, anti-CD3, IL-2 HTRF, 48 h; also: % of control where 0% means no effect
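Readout: HTRF IL-2, Eu-cryptate/d2 antibody pair, 320nm excitation, 665nm emission. Stimulus: a-CD3 beads, no co-stimulation. Cells: primary human leukocytes. Exposure: 48 hr with compound.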
* marks the source's active call; other numbers are inactive results; u = inconclusive; x = not tested or not shown; [ ] = another dose, or the depositor's remark. Unless noted, calls follow the shape of the dose curve; as a rule, active = well fitted curve in the direction sought with a large enough effect; inconclusive = small, poorly fitted or top-dose-only effect, or another doubt; inactive = no such curve, though single readings can be large; an effect the other way counts as inactive or inconclusive.

SMILES	TSHR antag	a7 integrin act	Mito fusion yeast	ELG1 DNA repair	TSG101-PTAP inh	Eya2 phos inh	Chronic BCR inh	Tb PFK inh	A-T KAP1 phos	S-ASM inh	TCR activator
O=C(CSc1ccccc1)Nc1ccc(S(=O)(=O)Nc2ncccn2)cc1	35	0%	-19%	u	-5%	17%	-10%	u	1%	4%	0%
CN(C(=O)c1ccc2c(c1)OCO2)C1(C(=O)NC2CCCCC2)CCCCC1	11	13%	5%	2%	-6%	-9%	5%	3%	-1%	3%	1%
COc1ccc(NC(=S)N(CCN2CCOCC2)C2CCN(C(C)=O)CC2)cc1Cl	-10	u	2%	-18%	-3%	-1%	u	-3%	-1%	1%	3%
COc1ccc(N2CCN(CNC(=O)c3ccccc3)CC2)cc1	-8	-1%	-3%	-3%	-2%	6%	1%	-4%	-8%	1%	12%
Cc1nc(SCC(=O)Nc2cc(Cl)ccc2[N+](=O)[O-])nc(C)c1C	-1	-13%	24%	-9%	-5%	6%	-1%	3%	-7%	-4%	-6%[46.1 µM]
N=c1c2c(n(Cc3ccc([N+](=O)[O-])cc3)c3c1CCC3)CCCC2	-4	-14%	-5%	8.2µM*	-1%	-10%	2%	-4%	6%	-5%	6%
CCC(=O)N1Cc2ccccc2-c2ccccc2C1=O	-4	1%	5%	-7%	-3%	10%	-3%	8%	-2%	-2%	-18%
O=C(Nc1ccccc1)Nc1nc2ccccc2s1	-13	-11%	10%	u	-8%	3%	u	-5%	2%	-3%	5%
CSc1nc(-c2ccco2)nn1C(=O)c1ccc(C)cc1	3	-3%	0%	22%	1%	-1%	0%	-2%	-1%	-6%	5%[46.1 µM]
CCCC(=O)Nc1ccccc1NC(=O)c1ccc(OCC)cc1	13	11µM*	-6%	u	-7%	-27%	-5%	14%	-3%	2%	-3%
CC(NS(=O)(=O)c1ccc(NC(=O)N2CCCCC2)cc1)c1ccccc1 (configuration not stated)	-7	-19%	0%	u	x	16%	-3%	-2%	1%	-2%	4%
COc1ccc(/C=C/C(=O)NCCNC(=O)c2ccccc2)cc1OC	-5	-18%	1%	-13%	1%	8%	2%	3%	6%	-1%	1%

Five records picked at random from the list so far:
SMILES	TSHR antag	a7 integrin act	Mito fusion yeast	ELG1 DNA repair	TSG101-PTAP inh	Eya2 phos inh	Chronic BCR inh	Tb PFK inh	A-T KAP1 phos	S-ASM inh	TCR activator
CC(NS(=O)(=O)c1ccc(NC(=O)N2CCCCC2)cc1)c1ccccc1 (configuration not stated)	-7	-19%	0%	u	x	16%	-3%	-2%	1%	-2%	4%
O=C(Nc1ccccc1)Nc1nc2ccccc2s1	-13	-11%	10%	u	-8%	3%	u	-5%	2%	-3%	5%
Cc1nc(SCC(=O)Nc2cc(Cl)ccc2[N+](=O)[O-])nc(C)c1C	-1	-13%	24%	-9%	-5%	6%	-1%	3%	-7%	-4%	-6%[46.1 µM]
CCCC(=O)Nc1ccccc1NC(=O)c1ccc(OCC)cc1	13	11µM*	-6%	u	-7%	-27%	-5%	14%	-3%	2%	-3%
CSc1nc(-c2ccco2)nn1C(=O)c1ccc(C)cc1	3	-3%	0%	22%	1%	-1%	0%	-2%	-1%	-6%	5%[46.1 µM]

The listing continues:
SMILES	TSHR antag	a7 integrin act	Mito fusion yeast	ELG1 DNA repair	TSG101-PTAP inh	Eya2 phos inh	Chronic BCR inh	Tb PFK inh	A-T KAP1 phos	S-ASM inh	TCR activator
COc1cc(/C=C2\SC(=O)N(CCNC(=O)c3sc4cc(F)ccc4c3Cl)C2=O)cc(OC)c1OC	11	3%	1%	u	2%	8%	-10%	0%	5%	-5%	3%
CC(C)(C)c1ccc(C(=O)CC(Sc2ccc(Cl)cc2)C(=O)O)cc1 (configuration not stated)	-43	-49%[inhibitor]	10%	u	2%	-4%	u	u	2%	7%	5%
COc1cc(/C=N/NC(=O)Cc2nnc(NC(=O)c3ccccc3)s2)ccc1O	-5	-17%	9%	4%	-2%	-9%	u	0%	0%	-1%	0%
Cc1nc2ccc(C(=O)N3CCN(c4ccccn4)CC3)cc2s1	12	0%	-2%	-7%	-8%	-16%	5%	-1%	0%	2%	5%
Cc1cnc(=O)[nH]c1SCc1cccc(C(F)(F)F)c1	15	-6%	u	3%	-2%	3%	3%	-2%	1%	-6%	-2%
COc1ccc(NC(=O)Cc2nnc(SCC(=O)NC3=NCCS3)n2C)cc1	1	35%	-7%	-11%	0%	-1%	-7%	-4%	4%	0%	-1%
O=C(CSCC(=O)NCc1ccco1)NCc1ccco1	7	-6%	0%	0%	-6%	9%	-1%	-20%	2%	2%	x
Cn1nnnc1SCC(=O)N1c2ccccc2Sc2ccc(Cl)cc21	-23	7%	25%	9%	-3%	7%	1%	1%	6%	-2%	5%
Cc1cc2nsnc2c(S(=O)(=O)N2CCN(C)CC2)c1C	19	-6%	-4%	10%	-5%	3%	0%	-21%	8%	3%	3%
Cc1cc(C)cc(C(=O)NC(CC(N)=O)c2ccc(N3CCC(Br)CC3)c([N+](=O)[O-])c2)c1 (configuration not stated)	3	0%	2%	0%	-5%	4%	4%	0%	-7%	5%	0%
CCCn1c(SCc2nc3ccccc3s2)n[nH]c1=O	3	11%	10%	u	-10%	-22%	5%	1%	-1%	15%	7%
O=C(NCC1CCCO1)c1ccc(Cl)c(S(=O)(=O)N2CCOCC2)c1 (configuration not stated)	18	u	-2%	6%	-1%	8%	8%	0%	-4%	-2%	7%
CC(Sc1nnc2c(n1)C1CCC2(C)C1(C)C)C(=O)Nc1ccccc1 (configuration not stated)	0	18%	16%	1%	-3%	-3%	u	0%	2%	-2%	3%[46.1 µM]
CCCCN(C)CCCNC(=O)/C=C1\Sc2ccccc2NC1=O	-1	u	-2%	7%	-2%	6%	3%	-2%	0%	56%[activator]	-2%
COc1ccccc1CNC(=O)C1CCN(S(=O)(=O)c2ccc3c(c2)CC(C)N3C(=O)C2CC2)CC1 (configuration not stated)	2	-11%	-6%	u	-9%	-2%	-1%	-3%	6%	2%	-2%
Cc1ccc(S(=O)(=O)NC(CC(C)C)C(=O)NCC(C)(C)N2CCOCC2)cc1 (configuration not stated)	12	1%	-3%	9%	-4%	5%	3%	-1%	-1%	5%	-86%
COc1ccc(S(=O)(=O)Nc2cccc(S(=O)(=O)N3CCCCC3)c2)cc1	-5	0%	x	-4%	-3%	-6%	3%	10%	-16%	-3%	-2%
CCN(CC)S(=O)(=O)c1ccc(NS(=O)(=O)CC23CCC(CC2=O)C3(C)C)cc1 (configuration not stated)	-6	22%	-1%	-3%	-5%	2%	2%	-1%	-4%	3%	0%
CCN(c1ccccc1)S(=O)(=O)c1ccc(Oc2ccccc2C(C)=O)nc1	-1	-15%	x	u	0%	-10%	-1%	-1%	1%	-1%	-11%
COc1ccc(C(=O)NC(=S)Nc2ccc(NC(=O)c3ccco3)cc2)cc1[N+](=O)[O-]	3	-17%	-2%	u	-2%	2%	u	8%	-2%	-3%	-3%[46.1 µM]
COc1cc2c(cc1OC)-c1cc(OCCN3CCOCC3)nc(=O)n1CC2	-8	-1%	-1%	3%	-8%	-10%	3%	2%	-8%	87%[activator]	7%
CSCCC(NS(=O)(=O)c1ccccc1F)C(=O)NNC(=O)c1csc(N2CCOCC2)n1 (configuration not stated)	-12	29%	-3%	16%	-3%	-2%	-6%	1%	1%	5%	-5%
Clc1ccc2[nH]c3c(NCCCN4CCOCC4)ncnc3c2c1	9	-60%[inhibitor]	3%	26%	1%	3%	u	-2%	2%	-4%	10%
